Screens from PubChem.
CHT PAM – CHT positive allosteric modulators, primary screen, cell-based, membrane potential dye, choline EC20 | High affinity choline transporter 1 (Homo sapiens), Q9GZV3 | CHT-expressing cells; active compounds read high; LV-AA mutant CHT in HEK293 cells | B-score at 10 µM | hit rate 0.49% among 310,000 | AID 488977, 2010;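 active = initial fluorescence not abnormally high and integrated response B-score, plate-corrected, over 3 SD above library mean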
Target sequence (Q9GZV3 whole entry, looked up): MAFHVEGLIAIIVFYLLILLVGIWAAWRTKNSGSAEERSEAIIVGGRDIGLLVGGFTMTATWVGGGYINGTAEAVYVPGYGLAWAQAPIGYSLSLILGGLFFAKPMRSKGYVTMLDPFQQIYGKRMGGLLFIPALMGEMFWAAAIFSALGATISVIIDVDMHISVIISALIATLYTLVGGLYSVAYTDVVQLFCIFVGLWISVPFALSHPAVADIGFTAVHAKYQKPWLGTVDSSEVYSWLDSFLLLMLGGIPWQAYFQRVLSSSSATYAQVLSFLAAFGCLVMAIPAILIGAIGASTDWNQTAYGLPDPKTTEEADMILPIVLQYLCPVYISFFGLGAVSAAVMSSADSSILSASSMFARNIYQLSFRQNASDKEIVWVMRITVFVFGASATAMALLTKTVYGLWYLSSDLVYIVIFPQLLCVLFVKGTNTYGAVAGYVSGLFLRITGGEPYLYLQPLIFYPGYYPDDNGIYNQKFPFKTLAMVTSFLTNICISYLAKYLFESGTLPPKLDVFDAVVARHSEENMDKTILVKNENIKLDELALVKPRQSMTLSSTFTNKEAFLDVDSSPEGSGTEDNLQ
OX1R antag-1 – antagonists of human orexin 1 receptor (OX1R) | Orexin/Hypocretin receptor type 1 (Homo sapiens), O43613 | OX1R-expressing cells, FRET antagonist read-out | inhibition, % at 6.6 µM | hit rate 1.8% among 330,000 | AID 485270, 2010; in the data active = inhibition mostly above about 38%, no sharp cut-off; inactive = mostly below about 40%;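 also: 0% = agonist challenge alone and 100% = reference antagonist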
Target sequence (O43613 whole entry, looked up): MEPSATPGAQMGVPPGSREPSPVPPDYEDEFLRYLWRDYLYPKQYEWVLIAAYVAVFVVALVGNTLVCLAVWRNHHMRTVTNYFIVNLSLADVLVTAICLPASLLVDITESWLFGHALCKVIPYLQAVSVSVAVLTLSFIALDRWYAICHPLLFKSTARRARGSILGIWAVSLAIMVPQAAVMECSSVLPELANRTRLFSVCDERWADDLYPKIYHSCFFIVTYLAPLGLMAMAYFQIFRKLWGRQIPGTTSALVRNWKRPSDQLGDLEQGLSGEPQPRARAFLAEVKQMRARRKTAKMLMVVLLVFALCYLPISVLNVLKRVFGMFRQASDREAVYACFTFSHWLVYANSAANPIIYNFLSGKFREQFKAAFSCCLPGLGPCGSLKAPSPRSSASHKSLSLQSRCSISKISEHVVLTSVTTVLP
OX1R antag-2 – OX1R (HCRTR1) antagonists, primary screen, fluorescence, CHO/OX1R cells, Fluo-8 calcium, orexin A. AID 434989, 2010. Fluo-8 calcium fluorescence. inhibition, % at 5 µM. hit rate 0.43% among 330,000;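 active = inhibition above its plate's threshold, mean inhibition of all tested compounds on the plate plus 3 SD, cut at about 37% in these data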;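 also: 0% = orexin A challenge wells and 100% = SB-334867-A antagonist wells; not every result past the cut was called active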
Numbers without * were called inactive; i = inactive; x = no result given. Compounds as they come; 2.5% or so of the library scored in one or more.

| Compound | CHT PAM | OX1R antag-1 | OX1R antag-2 |
| --- | --- | --- | --- |
| CCSc1nnc(NC(=O)c2ccc3nc[nH]c3c2)s1 | x | 13 | -14 |
| O=C(NC1CCN(C(=O)Nc2cccc(F)c2)CC1)c1ccco1 | i | 36 | -17 |
| CCOC(=O)CSC1=C(C#N)C(c2ccc3c(c2)OCO3)CC(=O)N1 (stereo unspecified) | i | 8 | -6 |
| COc1ccc2c(c1)C(=NNC(=O)c1ccccn1)c1cc(OC)ccc1-2 | i | 22 | -26 |
| Cc1ccc2nc(/C(C#N)=C\c3cc(C)n(-c4cccc([N+](=O)[O-])c4)c3C)[nH]c2c1 | i | 59* | -2 |
| CC1=C(C(N)=O)C(c2cccc(O)c2)n2nc(CCCO)nc2N1 (stereo unspecified) | i | 15 | 14 |
| COc1cccc(-c2nc3ccccc3c(=O)n2NC(=O)c2cccnc2Cl)c1 | i | 1 | -12 |
| COc1ccccc1C1N(c2ccc(F)cc2)C(=O)C2CCCN21 (stereo unspecified) | i | 15 | -9 |
| CC(C)Cc1nc2oc3c(NCCCN4CCOCC4)ncnc3c2c2c1CCC2 | i | 19 | -30 |
| CCn1c(SCC(=O)c2ccccc2)nnc1-c1ccoc1C | i | 11 | -30 |
| Cc1ccc(NC(=O)CCC(=O)Nc2nnc(C3CCCCC3)s2)cc1 | i | 15 | -22 |
| CCC(C)NC(=O)/C=C/c1ccc(S(=O)(=O)NCc2ccco2)cc1 (stereo unspecified) | i | 7 | 6 |
| CCN(Cc1ccccc1)C(=O)Cn1c(C(C)O)nc2ccccc21 (stereo unspecified) | i | 12 | -12 |
| O=C(Nc1ccc2oc(-c3ccncc3)nc2c1)c1ccc2c(c1)OCCO2 | i | 9 | -28 |
| O=c1[nH]c2ccccc2cc1CN(Cc1ccco1)S(=O)(=O)c1ccc(F)cc1 | i | 20 | -14 |
| Cc1ccnc(NC(=O)CNC(=O)C23CC4CC(CC(C4)C2)C3)c1 | i | 9 | -19 |
| Cc1ccc(OCC(=O)Nc2ccccc2[N+](=O)[O-])c(Br)c1 | i | 10 | -21 |
| CCOc1ccc(/C=C2/SC(=S)N(CCC(=O)Nc3ccc(C(=O)O)cc3)C2=O)cc1 | i | 35 | -17 |
| Cc1cc(NC(=O)c2ccc(Cl)cc2)c(C(C)C)cc1O | i | 22 | -3 |
| COc1ccc(C(=O)N2CC3(C)CC2CC(C)(C)C3)cc1OC (stereo unspecified) | i | 22 | -29 |

Part of the list above in another layout:
CCN(Cc1ccccc1)C(=O)Cn1c(C(C)O)nc2ccccc21 (stereo unspecified)
  CHT PAM: i
  OX1R antag-1: 12
  OX1R antag-2: -12
CCn1c(SCC(=O)c2ccccc2)nnc1-c1ccoc1C
  CHT PAM: i
  OX1R antag-1: 11
  OX1R antag-2: -30

Next part
| Compound | CHT PAM | OX1R antag-1 | OX1R antag-2 |
| --- | --- | --- | --- |
| O=C(CSc1nnc(C2CC2)n1-c1ccccc1)N1CCCC1 | x | 15 | 1 |
| Cc1nn(CCc2nn[nH]n2)c2nc(-c3ccccc3)cc(C(F)(F)F)c12 | i | 22 | -16 |
| O=C(COC(=O)c1ccccc1O)NCCC1=CCCCC1 | i | 13 | -20 |
| COc1cc(CCC(=O)NCCc2ccc(F)cc2)cc(OC)c1OC | i | 31 | -10 |
| CN(/N=C/c1ccc(Br)o1)C1=NS(=O)(=O)c2ccccc21 | i | 11 | -14 |
| O=C(Nc1ccc(C(=O)N2CCOCC2)cc1)Nc1cccc2ccccc12 | i | 7 | 1 |
| O=C(CCCCCN1C(=O)c2ccccc2C1=O)Nc1ccc(C(=O)O)cc1 | i | 1 | -5 |
| CCC(=O)Nc1ccc(C(=O)N/N=C/c2ccccc2[N+](=O)[O-])cc1 | i | 28 | -7 |
| COc1ccc(C)cc1NC(=O)CSc1nnnn1C1CCCC1 | i | 10 | -15 |
| CN(C)S(=O)(=O)c1cccc(COC(=O)c2cnccn2)c1 | i | -3 | -21 |
| CCCN1Cc2cccc(C(=O)NCc3cccs3)c2C1=O | i | 29 | -19 |
| COc1cc(/C=C2\SC(=S)N(CC(=O)O)C2=O)ccc1OC(=O)c1ccco1 | i | 29 | 3 |
| Cc1nnc(NC(=O)C2CCCN2C(=O)Nc2ccccc2)s1 (stereo unspecified) | i | 13 | -1 |
| CN(C)CCCN(C(=O)COc1ccc(Cl)cc1)c1nc2c(F)cccc2s1 | i | 9 | -27 |
| CC(C)NC(=O)N(C)C[C@H]1Oc2c(NS(=O)(=O)c3ccc(F)cc3)cccc2C(=O)N([C@H](C)CO)C[C@@H]1C | x | 2 | -13 |
| O=C(CCS(=O)(=O)c1cc2c(cc1Cl)NC(=O)CO2)NCc1ccc(F)cc1 | i | 16 | -16 |
| O=C(Cn1c(=O)n(Cc2ccco2)c(=O)c2c3c(sc21)CCCCC3)c1ccccc1 | i | 11 | -17 |
| COc1ccc(S(=O)(=O)N2CCCCC2)cc1-n1cnnn1 | i | 14 | -19 |
| CCOC(=O)C1CCN(C(=O)c2cc3c(ccc4ccccc43)o2)CC1 | i | 16 | -4 |
| COc1ccc(-c2csc(N(Cc3ccco3)C(=O)c3cccs3)n2)cc1 | i | 31 | 8 |
| C=CCNC(=O)c1c(CSc2ccc(Cl)cc2)noc1C(=O)NCCC | i | 28 | -26 |
| Cc1cccc(NS(=O)(=O)c2ccc3[nH]c(=O)cc(C(=O)OC(C)C(=O)Nc4ccc([N+](=O)[O-])cc4)c3c2)c1 (stereo unspecified) | i | 12 | -6 |
| Cc1cc(C(=O)N2CCC(C)CC2)on1 | i | 15 | -9 |
| COC1CCN(C(=O)CC2C(=O)NCCN2CC(C)(C)C)CC1 (stereo unspecified) | i | 12 | -5 |
| Cc1ccccc1Oc1ccccc1N | i | 13 | -7 |
| O=C(OCCCc1cc2ccccc2c(=O)o1)N1CCOCC1 | x | 4 | -12 |
| Cc1cc(C)cc(-c2nnc(SCc3ccc(C(=O)O)cc3)o2)c1 | i | 15 | -14 |
| COC(=O)c1cscc1NC(C)=O | i | -3 | -7 |
| CS(=O)(=O)c1ccccc1C(=O)Nc1ccc(-c2nc3ccccc3o2)cc1 | i | 23 | -11 |
| CCC(=O)n1nc(-c2ccc(Cl)cc2)nc1SC | i | 18 | 0 |
| CCCCn1c(CNC(=O)Cc2ccccc2)nc2ccccc21 | i | 12 | -37 |
| Cc1ccccc1-c1nc2ccccc2[nH]1 | i | 10 | -22 |
| CC(=O)N=c1sc2cc(C)ccc2n1C | i | 8 | 6 |
| Clc1ccc(OC2CCN(Cc3nc(CC4CC4)no3)CC2)cc1 | i | 2 | -34 |
| CCOC(=O)C1(CCCc2ccccc2)CCN(C(=O)C2CCCN(C(N)=O)C2)CC1 (stereo unspecified) | i | 5 | -6 |
| Cc1ccc(CC(=O)OCC(=O)NC2CCCC(C)C2C)cc1C (stereo unspecified) | i | 16 | -12 |
| Cc1nccc(-c2ccc(-n3cnc4ccccc43)cc2)n1 | i | 10 | -5 |
| Cc1ccc(Cl)cc1NC(=O)CN1C(=O)NC(C)(C2CC2)C1=O (stereo unspecified) | x | 2 | -11 |
| CC(C)OC(=O)c1cccnc1SCC(=O)N(C)c1ccccc1 | i | 11 | -21 |
| Cc1nn(CC(=O)Nc2c(C)n(C)n(-c3ccccc3)c2=O)c(C)c1[N+](=O)[O-] | i | 11 | -7 |
| Cc1ccc(CSCCNC(=O)CSc2ccccc2)cc1 | i | 28 | -32 |
| CCOc1ccc2nc(NC3=NC(c4ccc(OC)cc4)CC(=O)N3)nc(C)c2c1 (stereo unspecified) | i | 4 | -51 |
| CCn1cc(C2=NC(c3ccccc3)CO2)c2ccccc21 (stereo unspecified) | i | 11 | -28 |
| Cc1ccc(C)c(N2CCN(C(=O)CCc3nc(-c4cccc(C(F)(F)F)c4)no3)CC2)c1 | x | 5 | -16 |
| COc1ccc(CN(C)CC(O)COc2ccc(-c3ccccc3)cc2)cc1OC (stereo unspecified) | i | 5 | -7 |
| Cc1ccc(CCNC(=O)C2CCN(S(=O)(=O)N3CCCC3)CC2)cc1 | i | 7 | -20 |
| COCCN(C(=O)c1ccc(NC2CC2)c([N+](=O)[O-])c1)c1c(N)n(CC(C)C)c(=O)[nH]c1=O | x | 18 | 5 |
| Cc1ccc(-c2nn3cnnc3c3ccccc23)cc1 | i | 20 | -17 |
| CC(C)CN(C(=O)c1ccc(-n2cncn2)c([N+](=O)[O-])c1)C1CCS(=O)(=O)C1 (stereo unspecified) | i | 18 | 2 |
| S=C(Nc1ccccc1)N1CCN(C2CCCCC2)CC1 | i | 15 | -14 |
| O=C(Nc1ccc(N2CCN(C(=O)c3cccs3)CC2)cc1)c1ccc(F)cc1 | i | 13 | -24 |
| Cc1ccc(C(=O)OCC(=O)N(CC(C)C)c2c(N)n(Cc3ccccc3)c(=O)[nH]c2=O)cc1[N+](=O)[O-] | i | 11 | -24 |
| Cc1cc(Nc2cccc(C)c2C)n2ncnc2n1 | i | 15 | -6 |
| O=C(Cn1nc(C(=O)O)c2ccccc2c1=O)Nc1nc(-c2ccccc2)cs1 | i | 22 | 4 |
| CCOc1ccc(NC(=O)CN2CCN(CC(=O)Nc3ccc(C(=O)OC)cc3)CC2)cc1 | i | 10 | -7 |
| CCCCNC(=O)C1CCN(S(=O)(=O)N2CCOCC2)CC1 | i | 4 | 6 |
| CN(C(=O)c1nn(C)c2c1CSc1ccccc1-2)c1ccccc1Cl | i | 11 | -9 |
| CCn1nc(C(=O)NNC(=O)CCOc2cc(C)ccc2C)c2ccccc2c1=O | i | 27 | -11 |
| COc1ccccc1N/C(=N/S(=O)(=O)c1ccc(Cl)cc1)c1ccccc1 | i | 5 | -27 |
| COc1ccc(-c2nnc(SCC(=O)Nc3ccc4c(c3)OCCO4)n2N)cc1OC | i | 12 | -1 |

The closing 5 records of the part before lead into the next.
| Compound | CHT PAM | OX1R antag-1 | OX1R antag-2 |
| --- | --- | --- | --- |
| CCCCNC(=O)C1CCN(S(=O)(=O)N2CCOCC2)CC1 | i | 4 | 6 |
| CN(C(=O)c1nn(C)c2c1CSc1ccccc1-2)c1ccccc1Cl | i | 11 | -9 |
| CCn1nc(C(=O)NNC(=O)CCOc2cc(C)ccc2C)c2ccccc2c1=O | i | 27 | -11 |
| COc1ccccc1N/C(=N/S(=O)(=O)c1ccc(Cl)cc1)c1ccccc1 | i | 5 | -27 |
| COc1ccc(-c2nnc(SCC(=O)Nc3ccc4c(c3)OCCO4)n2N)cc1OC | i | 12 | -1 |
| COC(=O)c1ccccc1S(=O)(=O)N(Cc1ccco1)Cc1cc2cc(OC)ccc2[nH]c1=O | i | 41* | 4 |
| O=C(N/N=C\c1ccc(Cl)s1)c1ccc(Cn2cccn2)o1 | i | 26 | -9 |
| Cc1cc(C(=O)Nc2cccnc2)cs1 | i | 10 | -12 |
| COCCNC(=S)N(CCc1c(C)[nH]c2ccc(C)cc12)Cc1ccco1 | i | 20 | -7 |
| Cc1cccc(NC(=O)CSCc2cc(=O)n3c(C)csc3n2)c1C | i | 6 | -9 |
| Cc1ccccc1-n1ncc2c1CC(C)(C)CC2NC(=O)CCCN1CCCC1=O (stereo unspecified) | i | 10 | -13 |
| O=C1CC(C(=O)Nc2ccccc2)S/C(=N\N=C\c2ccco2)N1 (stereo unspecified) | i | 10 | -22 |
| C=CCNC(=S)Nc1ccc(Cl)cc1F | i | -1 | 10 |
| CCN(CC)CCCNC(=O)CCC(=O)NNc1nc2ccccc2c2nc(C)nn12 | i | 8 | -1 |
| N#CCCN1CCNCC1 | i | 8 | -1 |
| CCOC(=O)C1(Cc2ccc(OC)cc2)CCN(C(=O)C2=CCCC2)CC1 | i | 16 | -24 |
| CC(C)(C)C1CCc2[nH]c3ccccc3c(=O)c2C1 (stereo unspecified) | i | 34 | -13 |
| CC1CCN(C(=O)c2ccc(NS(C)(=O)=O)cc2)CC1 | i | 5 | -11 |
| O=C(Nc1ccc(F)c(F)c1)c1oc2ccccc2c1NC(=O)C1CCCO1 (stereo unspecified) | i | 4 | -23 |
| CCOC(=O)c1nnn(-c2nonc2N)c1CN1CCc2ccccc2C1 | i | 15 | -13 |
| Cc1c(Cl)cccc1NC(=O)Nc1cccnc1 | i | -3 | -8 |
| S=C(Nc1ccccc1)N1CCn2c1nc1ccccc12 | i | 9 | -1 |
| CC(C)C(=O)NCC(c1cccs1)S(=O)(=O)c1ccc(F)cc1 (stereo unspecified) | i | 10 | -17 |
| O=C(CSc1nncn1-c1ccccc1)NC1CCCCC1 | i | 0 | 8 |
| CN(C)C(CNC(=O)C1CCCN1C(=O)c1cccs1)c1ccccc1 (stereo unspecified) | x | -2 | -23 |
| O=c1cnnc(Nc2cccc(C(F)(F)F)c2)[nH]1 | i | 7 | -2 |
| CC(=O)Nc1ccc(S(=O)(=O)N2CCC(C(=O)NCCC(=O)NCc3ccccc3)CC2)cc1 | i | 7 | -3 |
| COc1cc(C)c(NC(=O)Cc2ccsc2)cc1OC | i | 21 | -20 |
| Cn1c(=NC(=O)CCS(=O)(=O)c2ccccc2)sc2cc(F)ccc21 | i | 4 | -23 |
| O=C(NN1C(=O)C2C3C=CC(C3)C2C1=O)C(O)c1ccccc1 (stereo unspecified) | i | 0 | -10 |
| C=CCOC(=O)C1=C(C)NC(=O)NC1/C=C/c1ccccc1 (stereo unspecified) | i | 9 | -24 |
| N#Cc1cc(S(=O)(=O)N2CCOCC2)ccc1N1CCOCC1 | i | 4 | -10 |
| O=C(NCc1ccccc1)C(=O)NCC1OCCN1S(=O)(=O)c1ccc2c(c1)OCCO2 (stereo unspecified) | i | 23 | -21 |
